Bioassay records: PubChem BioAssay, several laboratories
hcDAF-12 act = activates DAF-12 receptor from parasite H. contortus. AID 652067. 1.4% of 370,000 active. HEK293 hcDAF-12 lit1-tk-luc reporter, luminescence; 0% DMSO, 100% Δ7-dafachronic acid. activation, % at 6.8 µM;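 active means activation above the mean of all tested compounds plus 3 SD, cut at about 5.5% in these data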;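 further: 100% = response to 3 µM Δ7-dafachronic acid high control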
ssDAF-12 act = activators of S. stercoralis DAF-12 nuclear receptor; HEK293 ssDAF-12/GRIP1 lit1-tk-luc reporter, luminescence; % of 3 µM dafachronic acid response; 1% of 370,000 active; activation, % at 6.8 µM;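 active means activation above the mean over all tested compounds plus 3 SD, cut at about 0.9% in these data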;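 further: 0% = DMSO-only wells and 100% = 3 µM delta7-dafachronic acid wells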
HGIII-sPLA2 inh = Inhibits HGIII-sPLA2 liposome hydrolysis, primary screen; Q9NZ20; QFRET BODIPY PC-A2 liposome hydrolysis, fluorescence; inhibition, % at 12.2 µM; 0.56% of 370,000 active;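 active means inhibition above mean plus 3 SD of compounds lying within the high and low control bounds, cut at about 19% in these data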;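 further: 0% = median of test compound wells and 100% = no enzyme DMSO wells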
Target sequence (Q9NZ20 whole entry, looked up): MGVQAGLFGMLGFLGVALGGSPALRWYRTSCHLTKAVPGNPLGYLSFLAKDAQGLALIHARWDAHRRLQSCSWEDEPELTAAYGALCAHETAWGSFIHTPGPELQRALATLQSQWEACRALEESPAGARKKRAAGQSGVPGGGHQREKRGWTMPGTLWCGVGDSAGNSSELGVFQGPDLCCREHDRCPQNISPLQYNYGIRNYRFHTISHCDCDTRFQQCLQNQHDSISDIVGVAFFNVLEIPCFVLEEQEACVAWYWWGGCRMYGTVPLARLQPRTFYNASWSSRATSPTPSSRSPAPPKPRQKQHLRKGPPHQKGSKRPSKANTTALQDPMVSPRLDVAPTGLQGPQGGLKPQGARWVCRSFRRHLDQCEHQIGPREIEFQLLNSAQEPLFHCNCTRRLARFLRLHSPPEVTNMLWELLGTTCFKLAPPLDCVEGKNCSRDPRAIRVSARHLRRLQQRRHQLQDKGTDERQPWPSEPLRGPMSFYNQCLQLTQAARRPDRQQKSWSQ
DAX1 inh-1 = inhibitors of human orphan nuclear receptor DAX1 (NR0B1); P51843; HEK293 Gal4-DAX1 luciferase reporter, luminescence; inhibition, % at 6.75 µM; 0.99% of 340,000 active; AID 504766;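 active means inhibition above the mean over all tested compounds plus 3 SD, cut at about 4.2% in these data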;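 further: 0% = DAX1-transfected cells with DMSO and 100% = empty-vector control cells with DMSO; inhibition shows as a rise in luminescence from relieved DAX1 repression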
Target sequence (P51843 207-470 limits assumed): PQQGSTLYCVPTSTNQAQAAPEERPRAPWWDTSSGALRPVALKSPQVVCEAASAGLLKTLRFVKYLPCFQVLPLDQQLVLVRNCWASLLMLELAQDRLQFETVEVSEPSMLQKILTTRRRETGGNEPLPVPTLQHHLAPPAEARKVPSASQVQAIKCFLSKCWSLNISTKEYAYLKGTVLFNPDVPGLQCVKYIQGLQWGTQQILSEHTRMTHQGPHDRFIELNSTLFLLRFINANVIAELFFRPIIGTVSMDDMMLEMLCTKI
GC-B act = GC-B (human) receptor activation | P20594 | HEK293-GC-B cells, CNP EC30, cGMP TR-FRET; 0% at EC30 CNP, 100% saturating CNP | activation, % at 10 µM | 0.11% of 370,000 active | AID 1920062;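 active means activation at 10 µM reaching about 35% in either raw or pattern-adjusted values, limit read from the data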
SMARCA2 act = activators of SMARCA2 function; MG213 cells, MMTV-luciferase reporter, dexamethasone, overnight; activation, % at 9.1 µM; 1% of 370,000 active; in the data active means activation above about 7.8%;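 further: 0% = vehicle wells and 100% = reference activator wells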
ADAM10 inh = ADAM10 inhibition, QFRET primary screen; O14672; recombinant ADAM10, EDANS/DABCYL FRET peptide cleavage, 3 h; inhibition, % at 7 µM; 0.62% of 370,000 active; AID 720582;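 active means inhibition above a per-campaign cutoff equal to the mean of compounds falling between control-based bounds plus 3 SD, cut at about 20% in these data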;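 further: 0% = DMSO wells while the 100% control is not disclosed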
FXN GAA850 act = frataxin GAA850 promoter activation; HEK293 lucGAA850 FXN promoter luciferase reporter, 24 h; percent of 10 µM SAHA response; activation, % at 6 µM; 0.56% of 360,000 active; AID 540364;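 active means activation above the average of all compounds screened plus 3 SD, cutoff fixed separately per campaign, cut at about 7.5% in these data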;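 further: 0% = DMSO wells and 100% = 10 µM SAHA wells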
NPR1 activator = GC-A (human) enzyme activation; HEK293 GC-A cells, cGMP TR-FRET, EC30 ANP; 0% at EC30 ANP, 100% saturating ANP; activation, % at 10 µM; AID 1671463; 0.14% of 370,000 active; in the data active means activation above about 40%
hgDAF-12 ag = agonists of H. glycines DAF-12 nuclear receptor; AID 687014; HEK293 GAL4-hgDAF12 UAS-luciferase reporter, agonist luminescence; normalized to butyrate control; 1.8% of 370,000 active; activation, % at 6.8 µM;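 active means activation above a cutoff set at the mean of all screened compounds plus 3 SD, cut at about 10% in these data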;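 further: 0% = DMSO wells and 100% = sodium butyrate wells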
DAX1 inh-2 = inhibitors of DAX1 repression of SF-1 activated StAR promoter; 1.1% of 370,000 active; AID 652010; inhibition, % at 6.8 µM; HEK293T StAR-luciferase reporter, SF-1/DAX-1 repression relief;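 active means inhibition above the mean over all tested compounds plus 3 SD, cut at about 3.6% in these data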;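 further: 0% = DAX-1 cells with DMSO and 100% = cells lacking DAX-1 with DMSO; higher inhibition means more luminescence from relief of DAX-1 repression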
Starred values were filed as active, the others as inactive; i = inactive; nt = not tested or not shown.

SMILES | hcDAF-12 act | ssDAF-12 act | HGIII-sPLA2 inh | DAX1 inh-1 | GC-B act | SMARCA2 act | ADAM10 inh | FXN GAA850 act | NPR1 activator | hgDAF-12 ag | DAX1 inh-2
O=C(Nc1ccc(F)cc1)N1CCCCCC1 | 3.9 | -0.9 | -2 | 0.1 | 0 | 1 | 0 | 2.2 | 2 | -0.2 | 0.7
COc1cccc(-c2nn(C)c3sc(C(=O)NCc4ccc5c(c4)OCO5)cc23)c1 | -0.3 | -1.3 | -6 | -0.8 | -5 | -4 | -44 | -1.4 | 5 | -0.8 | -0.9
O=C(COc1ccc(C(=S)N2CCCC2)cc1)Nc1ccccc1C(F)(F)F | -2.1 | -0.6 | 5 | 0.4 | 0 | -2 | -4 | 1.3 | -2 | -1.7 | -1.1
O=[N+]([O-])c1cc([N+](=O)[O-])c(Oc2c(F)cc(F)cc2F)cc1NN1CCCCC1 | 0.6 | -0.5 | 1 | 0.8 | -7 | 1 | 0 | 0.8 | 2 | -0.8 | 0.2
O=C(COC(=O)C1CC2C=CC1C2)Nc1cccc(S(=O)(=O)N2CCOCC2)c1 (centres undefined) | -0.9 | -1.7 | -8 | 0.7 | 2 | -1 | 1 | 1.2 | 0 | 1.5 | -0.2
COc1ccc(-n2c(=O)[nH]c3c(C(N)=O)nc(C4CCCCC4)nc32)cc1 | -0.6 | -1.7 | 6 | -1.7 | -2 | 1 | -9 | 5.7 | 4 | -0.5 | -0.5
Cn1ncc2c(Nc3ccc(O)cc3)nc(Cl)nc21 | -1.1 | -0.6 | -2 | 1.6 | -3 | 18* | 4 | 1.7 | 2 | -1.5 | 0.3
CC(=O)C(C)n1c(CN2CCN(C(=O)c3ccco3)CC2)nc2c1c(=O)n(C)c(=O)n2C (centres undefined) | -1.1 | -0.7 | 4 | 0.1 | 1 | -1 | -1 | 0.4 | -1 | 1.3 | 0.1
O=C1C2CCCCN2C(=O)N1CCN1CCN(c2ccc([N+](=O)[O-])cc2)CC1 (centres undefined) | -1.4 | -1.4 | 4 | 0.2 | -5 | 0 | 5 | -0.1 | -2 | 0.1 | -0.8
CC(C)C(=O)N1CCN(c2ccccc2NC(=O)c2cc([N+](=O)[O-])ccc2N2CCOCC2)CC1 | -0.3 | -1.0 | 8 | -2.0 | -3 | -4 | 2 | 0.3 | -5 | -2.5 | -1.0
N#CC1=C(N)Oc2cc(N)ccc2C1C1CC=CCC1 (centres undefined) | -1.7 | -1.7 | 4 | -1.9 | -3 | -4 | i | -5.4 | 19 | -0.9 | -1.5
COc1cc(/C=N/NC(=O)COc2c(C)cc([N+](=O)[O-])cc2C)ccc1OC(=O)c1ccccc1Br | -2.6 | -1.3 | -23 | -0.5 | -1 | 7 | 11 | 0.4 | 2 | -2.8 | -0.7
Cc1ccc(N(CC(=O)Nc2ccc(Br)c(C)c2)S(=O)(=O)c2c(C)[nH]c(=O)[nH]c2=O)cc1 | 1.0 | -0.8 | -43 | 0.0 | 3 | 5 | -27 | 2.5 | -1 | 1.5 | -0.1
O=C(CN1CCc2ccccc2C1)c1cccs1 | 6.9* | 0.5 | 0 | 0.5 | 5 | 4 | -9 | 3.8 | 1 | 1.1 | 0.6
CCCc1ccc2oc(C(=O)NCCN3CCCC(C(N)=O)C3)c(C)c2c1 (centres undefined) | -2.5 | -1.1 | -6 | 0.2 | -6 | 0 | -4 | -2.0 | 2 | 5.5 | -0.5
CC(=O)Nc1ccc2nc(-c3ccccn3)[nH]c2c1 | 1.8 | -0.9 | 2 | 1.4 | 0 | 3 | -170 | 3.2 | 4 | 10 | 1.8
O=S(=O)(Nc1ccc2nc(N3CCOCC3)sc2c1)c1ccccc1 | 0.5 | -0.5 | 0 | 2.7 | -1 | 1 | -6 | 4.0 | -4 | 7.2 | 4.2*
COc1cccc(NC(=O)CCNC(=O)Cn2ccc3ccccc3c2=O)c1 | -1.1 | -0.5 | -1 | 1.8 | 5 | -3 | -8 | 0.4 | -1 | 0.2 | -0.3
O=C(COc1ccc(Cl)cc1)NCc1nnc(SCC(=O)NCC2CCCO2)o1 (centres undefined) | 0.1 | -1.2 | -2 | -0.9 | -1 | 1 | 4 | 1.0 | 2 | 1.5 | 0.1
CCNc1nc(OC)nc(N2CCC(Cc3ccccc3)CC2)n1 | -0.5 | 0.0 | 7 | -0.2 | 2 | -5 | 11 | 1.7 | -2 | 0.6 | 0.1

Printed as active in DAX1 inh-2, of those listed so far:
structure	hcDAF-12 act	ssDAF-12 act	HGIII-sPLA2 inh	DAX1 inh-1	GC-B act	SMARCA2 act	ADAM10 inh	NPR1 activator	DAX1 inh-2
O=S(=O)(Nc1ccc2nc(N3CCOCC3)sc2c1)c1ccccc1	0.5	-0.5	0	2.7	-1	1	-6	-4	4.2*

Next section:
SMILES | hcDAF-12 act | ssDAF-12 act | HGIII-sPLA2 inh | DAX1 inh-1 | GC-B act | SMARCA2 act | ADAM10 inh | FXN GAA850 act | NPR1 activator | hgDAF-12 ag | DAX1 inh-2
C[C@H]1CN([C@@H](C)CO)C(=O)CCCn2nncc2CO[C@@H]1CN(C)C(=O)Nc1ccccc1F | 1.5 | 0.4 | 3 | nt | -2 | -1 | -9 | nt | 4 | -0.1 | 0.2
O=c1cc(CN2CCC3(CC2)OCCO3)c2c(ccc3ccccc32)o1 | -0.6 | -1.3 | 7 | 0.1 | 11 | -6 | -18 | 0.4 | 8 | 2.8 | -0.6
O=C(O)CNC1=NCCCCC1 | -1.8 | -1.7 | 3 | 0.6 | -3 | -4 | 2 | 3.3 | -1 | 0.8 | 0.1
C[C@@H]1CCCCO[C@H](CN(C)C(=O)C2CCCCC2)[C@@H](C)CN([C@H](C)CO)C(=O)c2cc(NS(=O)(=O)c3cccs3)ccc2O1 | -1.5 | -1.1 | -7 | nt | -2 | -3 | -7 | nt | 0 | -0.4 | -0.8
COc1ccc(N2CCN(C(=O)CN3c4cccc5cccc(c45)S3(=O)=O)CC2)cc1 | 1.2 | -1.0 | 4 | -1.3 | 1 | -2 | -84 | 1.1 | 0 | -2.6 | -0.8
CSc1ccccc1C(=O)Nc1cc(C)ccc1C | -1.0 | -1.6 | 2 | 0.0 | -2 | -2 | -4 | -1.1 | 1 | -0.7 | -0.7
CN1CCc2c(sc3c2C(=O)NC(/C=C\c2ccccc2)N3)C1 (centres undefined) | 1.1 | -1.7 | -5 | nt | -2 | 3 | -111 | 1.9 | -6 | -0.6 | 0.1
COC(=O)c1ccc(CSc2nc3ccccc3c(=O)n2N)cc1 | 0.3 | -1.5 | 6 | 1.6 | 3 | -2 | -22 | 0.6 | 7 | -0.9 | -0.5
CCN(C(=O)COC(=O)c1cc(=O)c2ccccc2o1)c1c(N)n(Cc2ccccc2)c(=O)[nH]c1=O | -0.7 | -0.8 | 7 | 0.3 | -3 | -1 | -6 | -0.1 | 2 | 2.8 | 1.8
COc1ccc(C(c2nnnn2Cc2cccs2)N2CCN(c3ccc(F)cc3)CC2)cc1OC (centres undefined) | -1.0 | -1.0 | -4 | 0.3 | -3 | -2 | 7 | -2.3 | 3 | -0.3 | 0.4
O=C(CCCN1C(=O)c2ccccc2C1=O)Nc1c(C(=O)C2CC2)oc2ccccc12 | 2.5 | -0.8 | -1 | 0.7 | -4 | 0 | -11 | 17* | -2 | 3.5 | 0.4
O=C(CCCn1c(=O)c2sccc2n(CC(=O)NCc2ccco2)c1=O)NCc1ccco1 | -1.4 | -0.9 | 2 | -0.1 | 4 | -1 | 4 | 0.5 | 1 | -1.4 | -0.9
CCc1cccc2c(C(=O)CN3C(=O)NC4(CCCCC4)C3=O)c[nH]c12 | -1.1 | -1.6 | -8 | -0.5 | 0 | 6 | -14 | 4.6 | 1 | -8.0 | 3.9*
Cc1nn(C)cc1NC(=O)CC12CC3CC(CC(C3)C1)C2 | -2.6 | -1.2 | -2 | 0.0 | -1 | -2 | -1 | 2.7 | 1 | -2.8 | -0.7
CCN1C(=O)N(S(=O)(=O)c2ccc(C)cc2)[C@@H](c2ccccc2)C(C(=O)OC)=C1C | -2.7 | -1.3 | 6 | -1.4 | -5 | -1 | 7 | -1.4 | -2 | 0.1 | -0.8
CCCC(=O)N1CCC[C@]2(CC[C@H](CCC#N)O2)C1 | -1.3 | -1.6 | 9 | nt | 0 | -1 | -4 | nt | 4 | 0.7 | 0.8
CC1CCCCC12NC(=O)N(CC(=O)NCCc1ccccn1)C2=O (centres undefined) | -0.2 | -1.7 | 2 | 3.7 | 1 | 1 | 3 | -0.4 | 4 | -1.5 | -0.5
CC1=NN(C(C#N)c2ccccc2)C(c2ccccc2)C1 (centres undefined) | -0.9 | -0.9 | 9 | nt | -4 | -2 | -8 | 1.2 | 3 | 0.0 | 0.0
COc1cc(C=C(C#N)c2ccc([N+](=O)[O-])cc2)ccc1O | -1.1 | -0.7 | -2 | 0.5 | -3 | 1 | 11 | 1.4 | 0 | 2.1 | -0.8
CC(=O)Nc1ccc(N=Cc2c(O)ccc3ccccc23)cc1 | 3.8 | -1.1 | 5 | 0.2 | -14 | -1 | 2 | 1.9 | -8 | -0.2 | 0.4
NC(=O)c1sc2cc(C(F)(F)F)cnc2c1-c1cccs1 | -0.9 | -0.4 | -1 | 0.0 | -1 | -1 | -4 | 1.1 | 2 | -1.8 | 0.0
Cc1ccc2c(c1)nnn2C1CCN(C(=O)C2CCCCC2)CC1 | 0.0 | -1.2 | 1 | -1.4 | -5 | -3 | -5 | -1.4 | -2 | -1.4 | -1.1
CCC(=O)Nc1ccc(C(=O)CSc2nnc(-c3ccccc3F)n2CCc2ccccc2)cc1 | -0.8 | -1.5 | -41 | -0.8 | 3 | 0 | 12 | 2.2 | 1 | -3.5 | -0.5
O=C(Nc1ccc2nn(-c3ccccc3)nc2c1)c1ccc2c(c1)OCCO2 | -1.7 | -0.8 | 3 | -1.5 | 3 | -1 | -139 | 1.1 | 5 | 0.9 | -1.0
Cc1cn2c(=O)c(C(=O)N3CCN(c4ccccc4F)CC3)cnc2s1 | 0.5 | -0.5 | 4 | 0.2 | -1 | 0 | -8 | -0.6 | 4 | -1.4 | 1.2
CCOc1ccccc1C(=O)NCC(=O)NNC(=O)c1cccc(S(=O)(=O)Nc2ccc(OC)cc2)c1 | -0.8 | -0.9 | -34 | -0.1 | -7 | -2 | 9 | 0.0 | 1 | -2.0 | 1.7
COc1ccc(S(=O)(=O)N2CCCCCC2)cc1C(=O)N(C)CCOc1ccc(Cl)cc1 | -1.5 | -1.0 | -1 | 0.0 | -14 | -1 | 5 | -1.4 | -7 | -1.4 | -2.7
O=C1Nc2ccc(S(=O)(=O)N(CCO)CCO)c3cccc1c23 | -0.8 | 0.3 | 4 | -0.5 | 4 | 1 | i | 1.6 | 6 | 2.1 | 0.0
CC(/C=C/c1ccccc1)=N/NC(=O)Cn1nnc(N)n1 | 1.9 | -2.1 | -7 | nt | -2 | -1 | -6 | 1.7 | 1 | -1.1 | 0.2
CCC(C(=O)NC(C)(C)C)N(C(=O)c1ccc(Cl)nc1)C1CCCC1 (centres undefined) | -1.6 | -2.2 | 4 | 1.4 | -7 | -3 | 8 | -1.5 | 1 | -0.5 | 0.2
NC1=NS(=O)(=O)NC1c1cccc(Cl)c1 (centres undefined) | -1.1 | -0.8 | -1 | 0.5 | 4 | 1 | -1 | -2.4 | 1 | -0.5 | -0.4
